Source: PubChem (several laboratories)
RAM network inh – blocks the yeast RAM network. S. cerevisiae dse1pr::URA3 reporter, 5-FOA growth OD615, 2 d; analog-sensitive cbk1-as2 kinase mutant strain. inhibition, % at 50 µM. 190,000 tested, 1.8% active. AID 868;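 active means inhibition above a set limit, 3 SD over mean compound inhibition, cut at about 8.4% in these data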;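 further: 0% = DMSO-only wells with no growth and 100% = 10 µM 1-NA-PP1 full growth; inhibition rescues growth on 5-FOA so higher OD means more RAM inhibition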
FLuc inhib CS – counter-screen for luciferase assay inhibitors: firefly luciferase inhibition | ATPLite firefly luciferase biochemical luminescence, 10 min | inhibition, % at 10 µM | 200,000 tested, 1.5% active;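 active means inhibition above about 50% when tested at 10 µM, limit read from the data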
Target sequence (P08659 whole entry, looked up): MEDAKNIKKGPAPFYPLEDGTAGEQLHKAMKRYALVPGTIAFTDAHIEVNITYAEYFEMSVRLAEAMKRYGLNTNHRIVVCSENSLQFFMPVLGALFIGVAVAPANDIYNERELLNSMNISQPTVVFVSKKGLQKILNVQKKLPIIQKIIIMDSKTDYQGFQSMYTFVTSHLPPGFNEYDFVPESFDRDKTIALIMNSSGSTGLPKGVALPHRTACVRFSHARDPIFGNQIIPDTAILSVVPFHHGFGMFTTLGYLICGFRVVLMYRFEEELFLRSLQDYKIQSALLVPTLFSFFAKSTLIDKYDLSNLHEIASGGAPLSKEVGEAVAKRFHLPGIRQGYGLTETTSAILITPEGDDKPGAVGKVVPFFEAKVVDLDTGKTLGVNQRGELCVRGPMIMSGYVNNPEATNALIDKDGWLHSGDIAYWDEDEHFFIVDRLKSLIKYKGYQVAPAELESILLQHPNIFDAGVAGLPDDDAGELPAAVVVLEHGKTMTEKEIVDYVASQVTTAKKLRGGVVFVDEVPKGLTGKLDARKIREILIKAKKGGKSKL
STAT1 blocker – reduces IFN-gamma driven STAT1 reporter signal; NIH 3T3 STAT1-luciferase reporter, luminescence; inhibition, % at 5.5 µM; 200,000 tested, 0.35% active;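 active means inhibition above a set limit, the mean inhibition across all tested compounds plus 3 SD, cut at about 34% in these data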;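 further: 0% = IFN-gamma with DMSO and 100% = IFN-gamma with 300 µM nifuroxazide; values of inactives mirror those of a sister screen read the other way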
STAT1 act – STAT1 signaling activation; NIH 3T3 STAT1-luciferase reporter, IFN-gamma, luminescence; 100% = IFN-gamma alone, no compound; activation (% of control), % at 5.5 µM; 200,000 tested, 2.6% active; AID 932;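 active means activation above the screen-wide mean activation plus 3 SD, cut at about 130% in these data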;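 further: raw ratio to IFN-gamma control signal so 100% means no change and 0% no light; values of inactives mirror those of a sister screen read the other way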
STAT3 act – activators of IL-6 induced STAT3 signaling. U3A cells, IL-6 STAT3-luciferase reporter, luminescence; 100% = signal with IL-6 EC80 alone. activation (% of control), % at 5.6 µM. 190,000 tested, 0.91% active. AID 871;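 active means activation above the screen-wide mean of compound activation plus 3 SD, cut at about 130% in these data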;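 further: 0% = background luminescence of wells with medium and substrate only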
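Detection: reporter luminescence signal / Assay system: STAT1-lacking human U3A cells, STAT3 luciferase reporter / Incubation: compound pre-incubation 1 h before IL-6, then 6 h stimulation at 37 °C / Control set: IL-6-only high control / Read-out: % activation relative to IL-6 control / Probe or stimulus: Interleukin-6, 33 ng/mL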
STAT3 inh – reduces IL-6 driven STAT3 reporter signal. U3A cells, IL-6 STAT3-luciferase reporter, luminescence; host cell line lacks STAT1. inhibition, % at 5.5 µM. 190,000 tested, 0.89% active;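 active means inhibition above the mean inhibition across all screened compounds plus 3 SD, cut at about 44% in these data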;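 further: 0% = DMSO only wells and 100% = 100 µM nifuroxazide control wells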
NF-kB neuron act – raises NF-kB expression in human neuronal cells; NF-kB reporter expression; stronger effect = higher value; fold change at 12.5 µM; 190,000 tested, 1.6% active; AID 1239; in the data active means fold change above about 3.3
APP 5'UTR act – activates APP 5'UTR luciferase reporter; SH-SY5Y APP 5'UTR luciferase reporter, luminescence; zero percent = DMSO vehicle wells; activation, % at 2 µM; 190,000 tested, 1% active;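 active means activation above a set limit, based on mean plus 3 SD of controls, cut at about 140% in these data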; further: values of inactives mirror those of a sister screen read the other way
Hsp70 act – switches on Hsp70 transcription | HeLa Hsp70 promoter luciferase reporter, luminescence; scaled: vehicle 0, proteasome-inhibitor control 100% | activation, % at 10 µM | 200,000 tested, 0.04% active;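 active means activation above the mean across all tested compounds plus 3 SD, cutoff set per campaign, cut at about 5.5% in these data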;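 further: 100% = MG132 at 30 µM as the positive control and 0% = DMSO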
APP 5UTR inh – APP translation inhibition | inhibition, % at 2 µM | AID 1285 | SH-SY5Y APP 5'UTR-luciferase reporter, luminescence | 190,000 tested, 0.82% active;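 active means inhibition above a set limit, derived from the sample mean plus 3 SD, cut at about 45% in these data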; further: values of inactives mirror those of a sister screen read the other way
Numbers without * were called inactive. Not a hit list; about 7.7% have a hit in one of these screens.

CC(C)(C)C(=O)NC(=S)Nc1ccccc1C(=O)Nc1ccccc1 was read as RAM network inh 3.2, FLuc inhib CS -9, STAT1 blocker -8, STAT1 act 107, STAT3 act 96, STAT3 inh 10, NF-kB neuron act 1.4, APP 5'UTR act -17, Hsp70 act -0.3 and APP 5UTR inh 17.
Screening O=C(COC(=O)C1(c2ccccc2F)CCCC1)NCc1ccc2c(c1)OCO2 returned RAM network inh 3.6, FLuc inhib CS -20, STAT1 blocker 3, STAT1 act 97, STAT3 act 107, STAT3 inh -7, NF-kB neuron act 1.1, APP 5'UTR act -18, Hsp70 act -0.5 and APP 5UTR inh 18.
Cc1cc2ncn(-c3ncnc4sc5c(c34)CCC(C)C5)c2cc1C (stereo not drawn) was read as RAM network inh -1.1, FLuc inhib CS -7, STAT1 blocker 2, STAT1 act 98, STAT3 act 102, STAT3 inh 9, NF-kB neuron act 0.68, APP 5'UTR act 8, Hsp70 act 0.3 and APP 5UTR inh -8.
C[C@@H]1CCC[C@@]2(O[C@H](CCO)C[C@@H](O)[C@@H]2O)O1 was read as RAM network inh 1.4, FLuc inhib CS -4, STAT1 blocker -5, STAT1 act 105, STAT3 act 102, STAT3 inh -5, NF-kB neuron act 1.1, APP 5'UTR act -16, Hsp70 act -0.2 and APP 5UTR inh 16.
`COc1ccc(NC(=S)N2CCC(N(C)CCN3CCOCC3)CC2)cc1Cl` gave RAM network inh 5.7, FLuc inhib CS -9, STAT1 blocker -3, STAT1 act 103, STAT3 act 91, STAT3 inh 9, NF-kB neuron act 1.2, APP 5'UTR act 6, Hsp70 act -0.2 and APP 5UTR inh -6.
`Cc1ccc(NC(=O)c2csc(-c3ccccc3)c2C)cc1` gave RAM network inh 3.4, FLuc inhib CS 85*, STAT1 blocker 63*, STAT1 act 43, STAT3 act 19, STAT3 inh 104*, NF-kB neuron act 0.78, APP 5'UTR act 216*, Hsp70 act -0.2 and APP 5UTR inh -216.
Cc1nn(-c2ccccn2)c2c1C(c1c(F)cccc1Cl)C1=C(N2)c2ccccc2C1=O (stereo not drawn) was read as RAM network inh 6.8, FLuc inhib CS -1, STAT1 blocker 12, STAT1 act 89, STAT3 act 108, STAT3 inh -4, NF-kB neuron act 1.3, APP 5'UTR act -2, Hsp70 act -0.1 and APP 5UTR inh 2.
Screening CCc1c(C)nc2ncnn2c1NCCc1ccccc1 returned RAM network inh 1.2, FLuc inhib CS -7, STAT1 blocker 12, STAT1 act 89, STAT3 act 68, STAT3 inh 42, NF-kB neuron act 0.93, APP 5'UTR act -4, Hsp70 act -0.3 and APP 5UTR inh 4.
Screening CC(=O)Nc1nc(S(=O)(=O)c2ccc(C)cc2)c(Cl)s1 returned RAM network inh 2.9, FLuc inhib CS -3, STAT1 blocker -4, STAT1 act 103, STAT3 act 92, STAT3 inh 14, NF-kB neuron act 1, APP 5'UTR act -3, Hsp70 act -0.2 and APP 5UTR inh 3.
For Cn1nnnc1SCC(=O)N1c2ccccc2CCc2ccccc21 the results were RAM network inh 0.5, FLuc inhib CS 1, STAT1 blocker 3, STAT1 act 96, STAT3 act 95, STAT3 inh 9, NF-kB neuron act 1.2, APP 5'UTR act 13, Hsp70 act -0.4 and APP 5UTR inh -13.
Screening CC(=O)NNC(=O)CC(=O)Nc1nc(C23CC4CC(CC(C4)C2)C3)cs1 returned RAM network inh 2.2, FLuc inhib CS -6, STAT1 blocker -7, STAT1 act 106, STAT3 act 94, STAT3 inh 7, NF-kB neuron act 1.2, APP 5'UTR act 16, Hsp70 act -0.2 and APP 5UTR inh -16.
`CCOC(=O)C[n+]1c(C)sc2ccc(OC)cc21` gave RAM network inh 0.8, FLuc inhib CS -10, STAT1 blocker 2, STAT1 act 99, STAT3 act 105, STAT3 inh 1, NF-kB neuron act 1.5, APP 5'UTR act -10, Hsp70 act -0.5 and APP 5UTR inh 10.
`O=C(CSCc1n[nH]c(=O)[nH]1)NCCOc1cccc(Oc2ccccc2)c1` gave RAM network inh 1.2, FLuc inhib CS -4, STAT1 blocker -2, STAT1 act 102, STAT3 act 101, STAT3 inh 3, NF-kB neuron act 1.1, APP 5'UTR act -6, Hsp70 act -0.5 and APP 5UTR inh 6.
CCN1CC(CN(C)Cc2nc(-c3ccc(C(F)(F)F)cc3)oc2C)CC1=O (stereo not drawn) was read as RAM network inh 1.8, FLuc inhib CS -5, STAT1 blocker -2, STAT1 act 100, STAT3 act 104, STAT3 inh 2, NF-kB neuron act 1, APP 5'UTR act 1, Hsp70 act -0.4 and APP 5UTR inh -1.
`Cc1cc(C)n(CC(C)NC(=O)c2cc(COc3c(F)cccc3F)on2)n1` (stereo not drawn) gave RAM network inh 0.4, FLuc inhib CS -3, STAT1 blocker 7, STAT1 act 92, STAT3 act 101, STAT3 inh 3, NF-kB neuron act 1, APP 5'UTR act 9, Hsp70 act -0.1 and APP 5UTR inh -9.
For O=C(O)CCc1ccc(-c2ccc(Br)cc2)o1 the results were RAM network inh 0.2, FLuc inhib CS 1, STAT1 blocker 6, STAT1 act 95, STAT3 act 100, STAT3 inh 8, NF-kB neuron act 1.4, APP 5'UTR act -7, Hsp70 act -0.3 and APP 5UTR inh 7.
O=C(CN1CCCCCC1)Nc1ccc(Br)cc1 was read as RAM network inh 1.1, FLuc inhib CS -4, STAT1 blocker -6, STAT1 act 111, STAT3 act 97, STAT3 inh 5, NF-kB neuron act 1.2, APP 5'UTR act 1, Hsp70 act 0.0 and APP 5UTR inh -1.
For CCc1nc2c(c(SC)nn2-c2ccccc2)c(N)c1C(=O)OC the results were RAM network inh 4.9, FLuc inhib CS -5, STAT1 blocker 1, STAT1 act 99, STAT3 act 109, STAT3 inh -7, NF-kB neuron act 1.1, APP 5'UTR act 15, Hsp70 act -0.2 and APP 5UTR inh -15.
`CCOc1ccccc1N1CCN(C2=C(NS(=O)(=O)c3cccs3)C(=O)c3ccccc3C2=O)CC1` gave RAM network inh 2.1, FLuc inhib CS 0, STAT1 blocker 3, STAT1 act 97, STAT3 act 116, STAT3 inh -14, NF-kB neuron act 0.4, APP 5'UTR act -12, Hsp70 act 0.3 and APP 5UTR inh 12.
For CCC(=O)Nc1c(C)cc(C)cc1Cl the results were RAM network inh 1.1, FLuc inhib CS -2, STAT1 blocker 9, STAT1 act 92, STAT3 act 108, STAT3 inh -4, NF-kB neuron act 1, APP 5'UTR act 34, Hsp70 act 0.3 and APP 5UTR inh -34.

A stretch taken from the entries so far:
Screening CC(=O)NNC(=O)CC(=O)Nc1nc(C23CC4CC(CC(C4)C2)C3)cs1 returned RAM network inh 2.2, FLuc inhib CS -6, STAT1 blocker -7, STAT1 act 106, STAT3 act 94, STAT3 inh 7, NF-kB neuron act 1.2, APP 5'UTR act 16, Hsp70 act -0.2 and APP 5UTR inh -16.
`CCOC(=O)C[n+]1c(C)sc2ccc(OC)cc21` gave RAM network inh 0.8, FLuc inhib CS -10, STAT1 blocker 2, STAT1 act 99, STAT3 act 105, STAT3 inh 1, NF-kB neuron act 1.5, APP 5'UTR act -10, Hsp70 act -0.5 and APP 5UTR inh 10.
`O=C(CSCc1n[nH]c(=O)[nH]1)NCCOc1cccc(Oc2ccccc2)c1` gave RAM network inh 1.2, FLuc inhib CS -4, STAT1 blocker -2, STAT1 act 102, STAT3 act 101, STAT3 inh 3, NF-kB neuron act 1.1, APP 5'UTR act -6, Hsp70 act -0.5 and APP 5UTR inh 6.

New compounds follow
`O=C(CCC1N=C2c3ccccc3N=C(SCc3ccccc3Cl)N2C1=O)NCc1ccco1` (stereo not drawn) gave RAM network inh 1.2, FLuc inhib CS -5, STAT1 blocker -3, STAT1 act 103, STAT3 act 102, STAT3 inh 1, NF-kB neuron act 1.1, APP 5'UTR act 5, Hsp70 act 0.1 and APP 5UTR inh -5.
For CC(NC(=S)Nc1ccccc1C(F)(F)F)C1CC2CCC1C2 (stereo not drawn) the results were RAM network inh 4.1, FLuc inhib CS -5, STAT1 blocker 1, STAT1 act 98, STAT3 act 102, STAT3 inh 4, NF-kB neuron act 1.2, APP 5'UTR act 9, Hsp70 act -0.2 and APP 5UTR inh -9.
For CN(CC(=O)O/N=C(\N)c1ccccn1)S(=O)(=O)c1ccc(Br)cc1 the results were RAM network inh 1.6, FLuc inhib CS -6, STAT1 blocker 7, STAT1 act 98, STAT3 act 104, STAT3 inh 5, NF-kB neuron act 1, APP 5'UTR act 1, Hsp70 act 0.2 and APP 5UTR inh -1.
Screening COc1cc(C2C(C#N)=C(N)Oc3cc(C)n(CC4CCCO4)c(=O)c32)cc2c1OCO2 (stereo not drawn) returned RAM network inh 1.9, FLuc inhib CS -3, STAT1 blocker -2, STAT1 act 102, STAT3 act 104, STAT3 inh -1, NF-kB neuron act 1, APP 5'UTR act -6, Hsp70 act 0.4 and APP 5UTR inh 6.
CCCCN(C(=O)/C=C/c1ccco1)c1c(N)n(Cc2ccccc2)c(=O)[nH]c1=O was read as RAM network inh 1.8, FLuc inhib CS -4, STAT1 blocker -2, STAT1 act 100, STAT3 act 101, STAT3 inh 1, NF-kB neuron act 1.1, APP 5'UTR act -10, Hsp70 act -0.1 and APP 5UTR inh 10.
CCOC(=O)CNC(=O)CSc1nnc(Cn2c(=O)sc3ccccc32)n1-c1ccccc1C was read as RAM network inh 1.1, FLuc inhib CS -5, STAT1 blocker -8, STAT1 act 108, STAT3 act 97, STAT3 inh 9, NF-kB neuron act 1.2, APP 5'UTR act 8, Hsp70 act 0.2 and APP 5UTR inh -8.
For CC(=O)c1ccc(N2CCN(CCC#N)CC2)c(F)c1 the results were RAM network inh 0.9, FLuc inhib CS -8, STAT1 blocker -2, STAT1 act 102, STAT3 act 99, STAT3 inh 4, NF-kB neuron act 1.1, APP 5'UTR act 8, Hsp70 act -0.3 and APP 5UTR inh -8.
Cc1ccc(S(=O)(=O)N2CCN(C(=O)CN3CCOCC3)C2)cc1 was read as RAM network inh 1.3, FLuc inhib CS -3, STAT1 blocker 1, STAT1 act 99, STAT3 act 104, STAT3 inh -1, NF-kB neuron act 1.2, APP 5'UTR act 6, Hsp70 act -0.3 and APP 5UTR inh -6.
Screening O=C(O)C1CCCCC1C(=O)NCCc1c[nH]c2ccccc12 (stereo not drawn) returned RAM network inh 1.6, FLuc inhib CS -4, STAT1 blocker 5, STAT1 act 95, STAT3 act 113, STAT3 inh -11, NF-kB neuron act 1.2, APP 5'UTR act -3, Hsp70 act -0.4 and APP 5UTR inh 3.
For CCN(CC(O)Cn1c2ccccc2c2ccccc21)S(=O)(=O)c1ccc(C)cc1 (stereo not drawn) the results were FLuc inhib CS -4, STAT1 blocker 3, STAT1 act 97, STAT3 act 96, STAT3 inh 12, NF-kB neuron act 1.2, APP 5'UTR act -5, Hsp70 act -0.2 and APP 5UTR inh 6.
For Cc1ccc(CSc2ncccc2C(=O)O)cc1 the results were RAM network inh 1.3, FLuc inhib CS 14, STAT1 blocker 4, STAT1 act 96, STAT3 act 98, STAT3 inh 2, NF-kB neuron act 0.91, APP 5'UTR act 15, Hsp70 act 0.0 and APP 5UTR inh -14.
